# Compound activity deposited in PubChem by Broad Institute.
# TcdB inh – TcdB glycohydrolase inhibition | P18177 | TcdB glycohydrolase enzymatic assay, plate reader | inhibition, % at 9.99 µM | actives 0.24% (n = 350,000) | AID 652162; in the data active = inhibition above about 10%
# Target sequence (P18177 whole entry, looked up): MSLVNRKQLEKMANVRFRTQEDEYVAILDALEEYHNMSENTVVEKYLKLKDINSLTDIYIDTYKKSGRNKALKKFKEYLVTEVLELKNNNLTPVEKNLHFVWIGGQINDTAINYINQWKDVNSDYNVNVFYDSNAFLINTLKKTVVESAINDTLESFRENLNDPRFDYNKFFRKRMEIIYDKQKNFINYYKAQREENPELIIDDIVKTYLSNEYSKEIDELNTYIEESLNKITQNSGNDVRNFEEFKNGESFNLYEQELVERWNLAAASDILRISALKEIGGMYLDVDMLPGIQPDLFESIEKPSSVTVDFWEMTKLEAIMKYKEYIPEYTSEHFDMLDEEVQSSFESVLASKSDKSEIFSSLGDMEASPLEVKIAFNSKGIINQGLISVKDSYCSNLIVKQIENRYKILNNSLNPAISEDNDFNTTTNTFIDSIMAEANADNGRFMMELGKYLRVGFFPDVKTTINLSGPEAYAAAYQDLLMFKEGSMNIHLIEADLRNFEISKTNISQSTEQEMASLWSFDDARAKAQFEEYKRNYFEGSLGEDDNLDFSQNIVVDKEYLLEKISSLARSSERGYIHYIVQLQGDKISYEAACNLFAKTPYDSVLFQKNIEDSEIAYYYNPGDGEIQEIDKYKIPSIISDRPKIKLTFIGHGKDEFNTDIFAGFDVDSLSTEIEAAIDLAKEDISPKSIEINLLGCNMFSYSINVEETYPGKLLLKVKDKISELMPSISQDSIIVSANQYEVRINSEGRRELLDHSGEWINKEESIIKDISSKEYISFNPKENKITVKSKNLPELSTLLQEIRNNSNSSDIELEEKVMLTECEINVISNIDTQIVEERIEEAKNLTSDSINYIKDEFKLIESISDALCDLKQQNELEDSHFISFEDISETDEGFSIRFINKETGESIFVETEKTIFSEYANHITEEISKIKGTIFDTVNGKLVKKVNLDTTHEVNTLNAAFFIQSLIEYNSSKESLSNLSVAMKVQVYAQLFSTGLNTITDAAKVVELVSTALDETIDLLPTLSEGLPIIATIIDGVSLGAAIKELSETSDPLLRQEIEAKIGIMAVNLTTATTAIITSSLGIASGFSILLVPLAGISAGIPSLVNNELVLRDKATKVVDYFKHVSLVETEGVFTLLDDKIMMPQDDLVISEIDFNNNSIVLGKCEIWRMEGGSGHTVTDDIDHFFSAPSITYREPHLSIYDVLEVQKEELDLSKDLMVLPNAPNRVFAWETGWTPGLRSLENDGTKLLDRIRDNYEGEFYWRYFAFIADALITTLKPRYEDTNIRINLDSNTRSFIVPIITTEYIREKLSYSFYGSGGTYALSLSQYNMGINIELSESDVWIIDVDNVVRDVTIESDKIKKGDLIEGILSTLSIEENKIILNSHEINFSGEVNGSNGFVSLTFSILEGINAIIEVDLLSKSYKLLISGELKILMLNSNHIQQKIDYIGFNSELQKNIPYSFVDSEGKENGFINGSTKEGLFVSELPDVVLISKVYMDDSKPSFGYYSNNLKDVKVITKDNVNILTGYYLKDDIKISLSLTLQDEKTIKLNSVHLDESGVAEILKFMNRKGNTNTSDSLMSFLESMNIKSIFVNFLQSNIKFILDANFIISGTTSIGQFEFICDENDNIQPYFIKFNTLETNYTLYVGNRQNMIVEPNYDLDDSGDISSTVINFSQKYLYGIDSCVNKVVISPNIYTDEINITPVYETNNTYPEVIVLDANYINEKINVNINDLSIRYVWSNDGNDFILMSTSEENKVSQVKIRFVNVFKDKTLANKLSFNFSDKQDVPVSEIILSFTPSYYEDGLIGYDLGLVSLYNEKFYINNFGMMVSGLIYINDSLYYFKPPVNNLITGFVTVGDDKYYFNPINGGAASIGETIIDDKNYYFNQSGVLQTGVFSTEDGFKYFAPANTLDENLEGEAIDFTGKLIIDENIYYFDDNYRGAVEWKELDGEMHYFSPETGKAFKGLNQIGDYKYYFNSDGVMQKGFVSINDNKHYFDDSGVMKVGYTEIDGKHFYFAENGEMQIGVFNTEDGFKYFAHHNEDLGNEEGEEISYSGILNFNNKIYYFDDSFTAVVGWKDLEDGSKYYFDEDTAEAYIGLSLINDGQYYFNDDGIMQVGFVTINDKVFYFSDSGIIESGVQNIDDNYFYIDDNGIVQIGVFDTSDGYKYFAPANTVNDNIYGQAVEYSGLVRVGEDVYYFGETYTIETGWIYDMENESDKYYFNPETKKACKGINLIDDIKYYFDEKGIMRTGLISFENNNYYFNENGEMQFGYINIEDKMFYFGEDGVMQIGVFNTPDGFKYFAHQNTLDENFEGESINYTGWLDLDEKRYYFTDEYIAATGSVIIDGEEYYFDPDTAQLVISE
# Active calls of the source: *. This is a subset (hit frequency here may not be typical).
SMILES,TcdB inh
C[C@@H]1CCCCO[C@H](CN(C)C(=O)Nc2cccc3ccccc23)[C@H](C)CN([C@@H](C)CO)C(=O)c2cc(N(C)C)ccc2O1,-23.3
COc1cccc(-c2ccc3c(c2)[C@H]2[C@H](CCN2S(=O)(=O)c2ccccc2OC)[C@@H](CO)N3)c1,-1.9
CN(C)C(=O)c1cccc(-c2ccc([C@H]3[C@@H](CO)N4CCCCN(S(C)(=O)=O)C[C@@H]34)cc2)c1,0.0
COc1ccc(NC(=O)N(C)C[C@@H]2Oc3c(NC(=O)c4nc5ccccc5s4)cccc3C(=O)N([C@H](C)CO)C[C@@H]2C)cc1,0.4
C[C@@H]1CN([C@@H](C)CO)C(=O)c2cc(/C=C/c3ccccc3)cnc2O[C@@H]1CN(C)C(=O)c1ccc2c(c1)OCO2,2.2
C[C@@H]1CN([C@H](C)CO)S(=O)(=O)c2ccc(C#Cc3ccccc3)cc2O[C@@H]1CN(C)CC1CC1,-1.0
CCC(=O)N1CC[C@@H]2[C@H](CO)Nc3ccc(C#Cc4ccc(OC)cc4)cc3[C@@H]21,-2.0
CC(C)CC#Cc1ccc2c(c1)O[C@H](CN(C)C(=O)CC1CC1)[C@H](C)CN([C@@H](C)CO)S2(=O)=O,0.3
CCCNC(=O)NC[C@H]1[C@@H](c2ccc(C3=CCCCC3)cc2)[C@@H](CO)N1C(C)=O,0.8
CC=Cc1ccc2n(c1=O)C[C@@H]1[C@@H](CO)[C@H](C(=O)NCc3cccc(OC)c3)N[C@H]21 (mixture of isomers),0.0
CCC(=O)N1[C@@H]2c3ccc(-c4ccccc4F)c(=O)n3C[C@@H]2[C@@H](CO)[C@@H]1C(=O)NCCCN(C)C,0.3
C[C@H]1CCCCO[C@H](CN(C)S(C)(=O)=O)[C@@H](C)CN([C@@H](C)CO)C(=O)c2cc(NS(=O)(=O)c3cn(C)cn3)ccc2O1,0.4
CCNC(=O)C[C@@H]1CC[C@@H]2[C@@H](COc3ccc(NC(=O)Nc4ccc(F)cc4)cc3C(=O)N2C)O1,0.0
CCC(=O)N[C@H]1CC[C@@H](CC(=O)NCC2CC2)O[C@@H]1CO,-1.0
COc1ccc(S(=O)(=O)N(C)C[C@@H]2Oc3ccc(NS(=O)(=O)c4ccc(F)cc4)cc3CC(=O)N([C@@H](C)CO)C[C@@H]2C)cc1,0.6
CCCNC(=O)N1C[C@H]2[C@@H](c3ccccc31)[C@H](CO)N2C(=O)Nc1ccccc1,-0.5
COc1cccc(-c2ccc([C@H]3[C@@H](CO)N4CCCCN(C(=O)Cc5ccncc5)C[C@H]34)cc2)c1,-0.9
CO[C@@H]1CN(C)C(=O)c2ccc(NC(=O)Nc3c(C)noc3C)cc2OC[C@@H](C)N(C)C[C@H]1C,-0.5
O=C(NC1CCCCC1)N1CC(=O)N2[C@H](C1)[C@H](c1ccc(-c3cccnc3)cc1)[C@@H]2CO,0.4
COc1ccc(C(=O)Nc2ccc3c(c2)OC[C@H](C)N(C(C)=O)C[C@H](C)[C@@H](OC)CN(C)C3=O)cc1,-0.7
O=C(C[C@H]1CC[C@@H]2[C@H](COC[C@H](O)CN2Cc2ccc(C(F)(F)F)cc2)O1)N1CCc2ccccc2C1,1.0
C[C@H]1CN([C@@H](C)CO)S(=O)(=O)c2ccc(-c3cccc(C#N)c3)cc2O[C@@H]1CN(C)C(=O)c1ccncc1,-0.3
O=C(NC1CCC1)[C@H]1[C@H](CO)[C@H]2Cn3c(ccc(-c4ccccc4)c3=O)[C@H]2N1Cc1ccccn1,0.2
C/C=C/c1ccccc1[C@@H]1[C@@H](CO)N(C(=O)CN2CCOCC2)[C@H]1C#N,1.0
C[C@H](CO)N1C[C@H](C)[C@@H](CN(C)S(=O)(=O)c2cccc(F)c2)Oc2ncc(C#CC3(O)CCCC3)cc2C1=O,-3.5

# A section from further up:
SMILES,TcdB inh
CCCNC(=O)N1C[C@H]2[C@@H](c3ccccc31)[C@H](CO)N2C(=O)Nc1ccccc1,-0.5
COc1cccc(-c2ccc([C@H]3[C@@H](CO)N4CCCCN(C(=O)Cc5ccncc5)C[C@H]34)cc2)c1,-0.9

# Going on with the list:
SMILES,TcdB inh
Cc1ccc(S(=O)(=O)N(C)C[C@@H]2Oc3cc(Br)ccc3S(=O)(=O)N([C@@H](C)CO)C[C@H]2C)cc1,1.4
OCCC(N1CCOCC1)C(O)(c1ccccc1)c1ccccc1 (configuration not stated),0.2
C[C@@H]1CN([C@@H](C)CO)C(=O)c2cc(NS(=O)(=O)c3ccc(Cl)cc3)ccc2O[C@H]1CN(C)Cc1ccc(C(=O)Nc2ccccc2N)cc1,-1.1
CCS(=O)(=O)N1CCCCN2[C@H](C1)[C@H](c1ccc(-c3ccccc3C)cc1)[C@@H]2CO,0.8
COC(=O)C1=C(C)N(Cc2cccc(C(F)(F)F)c2)C(=NCc2ccccc2C(F)(F)F)NC1c1ccccc1C(F)(F)F (configuration not stated),2.0
C[C@H](CO)N1C[C@H](C)[C@H](CN(C)C(=O)Cc2cccnc2)Oc2cc(C3=CCCCC3)ccc2S1(=O)=O,-0.4
COC(=O)C1=C(C)N(Cc2cccc(C(F)(F)F)c2)C(=NCC2CC2)NC1c1cccc(Cl)c1 (configuration not stated),-0.2
C[C@H]1CN([C@@H](C)CO)C(=O)c2cc(C#CC3CCCCC3)cnc2O[C@@H]1CN(C)C(=O)Cc1ccccn1,0.7
C[C@@H]1CN([C@@H](C)CO)C(=O)c2cc(NC(=O)Nc3cccc4ccccc34)ccc2O[C@@H]1CN(C)S(=O)(=O)c1ccc(F)cc1,-0.3
CCC(=O)N[C@@H]1CC[C@H](CCNS(=O)(=O)c2ccc(Cl)cc2)O[C@H]1CO,-0.1
C[C@@H]1CN([C@H](C)CO)C(=O)Cc2cc(NC(=O)CCN3CCOCC3)ccc2O[C@@H]1CN(C)Cc1ccc(C(F)(F)F)cc1,-2.9
C[C@@H]1CN([C@@H](C)CO)C(=O)Cc2cc(NS(=O)(=O)c3ccc(Cl)cc3)ccc2O[C@H]1CN(C)Cc1ccncc1,-0.4
COc1ccc2c3c([nH]c2c1)[C@H](CO)N(Cc1ccc(Cl)cc1)CC31CCN(Cc2ccccc2)CC1,1.2
C[C@@H]1CN([C@H](C)CO)C(=O)Cc2cc(NS(C)(=O)=O)ccc2O[C@H]1CN(C)Cc1ccc(C(=O)O)cc1,0.3
C[C@@H]1CN([C@H](C)CO)C(=O)c2cc(NC(=O)CCCN(C)C)ccc2O[C@@H](C)CCCCO[C@@H]1CN(C)S(=O)(=O)c1cccs1,-0.1
CC(C)NC(=O)Nc1ccc2c(c1)C(=O)N([C@H](C)CO)C[C@@H](C)[C@@H](CN(C)C(=O)NC1CCCCC1)OCCCC[C@H](C)O2,-0.2
O=C(C[C@@H]1CC[C@H]2[C@@H](COC[C@@H](O)CN2S(=O)(=O)c2ccc(F)cc2)O1)NCc1ccc(Cl)c(Cl)c1,0.0
C[C@H](CO)N1C[C@H](C)[C@@H](CN(C)CC2CC2)Oc2c(NC(=O)c3nc4ccccc4s3)cccc2C1=O,-1.5
C[C@@H]1CCCCO[C@@H](CN(C)S(=O)(=O)c2ccc(Cl)cc2)[C@H](C)CN([C@H](C)CO)C(=O)c2cc(NS(=O)(=O)c3cn(C)cn3)ccc2O1,1.1
CO[C@H]1CN(C)C(=O)c2ccc(NC(=O)C3CCC3)cc2OC[C@H](C)N(C)C[C@@H]1C,1.4
CCNC(=O)C[C@H]1CC[C@@H]2[C@@H](COc3ccc(NC(=O)Nc4ccccc4OC)cc3C(=O)N2C)O1,2.7
O=C(NCc1ccc(F)cc1)[C@H]1[C@H](CO)[C@H]2Cn3c(cccc3=O)[C@@H]1N2CC1CC1,0.8
C[C@H]1CN([C@@H](C)CO)C(=O)c2cccc(N(C)C)c2O[C@@H]1CN(C)C(=O)Nc1ccccc1,-0.1
C[C@H]1CN([C@@H](C)CO)C(=O)c2cc(NC(=O)NC3CCCCC3)ccc2O[C@H]1CN(C)S(=O)(=O)c1ccccc1,-0.2
COC(=O)C1=C(C)N(Cc2cccc(C(F)(F)F)c2)C(=NCc2ccc(OC)cc2)NC1c1ccccc1C(F)(F)F (configuration not stated),2.4

# The results go on:
SMILES,TcdB inh
C[C@@H]1CN([C@H](C)CO)C(=O)c2ccccc2-c2ccccc2CO[C@@H]1CN(C)C(=O)c1ccccc1,0.4
C[C@@H]1CN([C@@H](C)CO)S(=O)(=O)c2ccc(-c3ccccc3)cc2O[C@H]1CN(C)C(=O)Nc1ccccc1F,-1.9
C[C@H]1CN([C@@H](C)CO)S(=O)(=O)c2ccc(-c3ccncc3)cc2O[C@H]1CN(C)Cc1cccnc1,0.2
C[C@H]1CN([C@@H](C)CO)C(=O)c2cc(NC(=O)Nc3ccc4c(c3)OCO4)ccc2O[C@H]1CN(C)Cc1ccccc1,-0.5
CC(C)C(=O)Nc1ccc2c(c1)C(=O)N(C)[C@@H]1CC[C@@H](CC(=O)NC3CCCC3)O[C@H]1CO2,0.2
N#Cc1ccc(-c2ccc3c(c2)[C@H]2[C@H](CCN2C(=O)CN2CCOCC2)[C@H](CO)N3)cc1,0.4
CO[C@@H]1CN(C)C(=O)c2ccc(NC(=O)C3CC3)cc2OC[C@H](C)N(Cc2ccncc2)C[C@H]1C,-0.1
CCC(=O)N1C[C@@H](C)[C@H](OC)CN(C)C(=O)c2cc(NC(=O)Nc3ccccc3)ccc2OC[C@H]1C,0.0
COC(=O)C[C@@H]1CC[C@H](NC(=O)Nc2ccc(C(F)(F)F)cc2)[C@H](CO)O1,0.4
COc1ccc2c3c([nH]c2c1)[C@@H](CO)N(Cc1ccccc1F)CC31CN(C(=O)C2CCCC2)C1,-3.4
C[C@H]1CN([C@@H](C)CO)C(=O)c2cccc(NC(=O)Nc3ccccc3)c2O[C@@H]1CN(C)C,0.4
C[C@H](CO)N1C[C@H](C)[C@H](CN(C)Cc2ccc3c(c2)OCO3)Oc2ccc(NC(=O)CCC(F)(F)F)cc2C1=O,-0.2
COc1ccc(NC(=O)Nc2ccc3c(c2)C(=O)N([C@@H](C)CO)C[C@@H](C)[C@H](CN(C)S(=O)(=O)c2ccc(OC)cc2)O3)cc1,-1.0
C[C@H]1CN([C@@H](C)CO)C(=O)c2cc(C#CC3CC3)cnc2O[C@@H]1CN(C)C(=O)c1ccc(F)cc1,0.5
COCCNC(=O)C[C@H]1C[C@@H]2c3cc(NC(=O)C4CCC4)ccc3O[C@@H]2[C@@H](CO)O1,0.4
CCCNC(=O)N1CC(=O)N2[C@H](CO)[C@@H](c3ccc(C#Cc4cccc(OC)c4)cc3)[C@@H]2C1,0.1
C[C@H]1CN([C@@H](C)CO)C(=O)c2cccc(NC(=O)c3nc4ccccc4s3)c2O[C@H]1CN(C)S(=O)(=O)c1ccccc1,1.6
CCC(=O)N1CC(=O)N2[C@@H](CO)[C@@H](c3ccc(C#CC(C)C)cc3)[C@@H]2C1,1.1
O=S(=O)(Cc1ccccc1)NCC[C@H]1CC[C@@H](NS(=O)(=O)c2ccccc2)[C@H](CO)O1,-0.6
N#C[C@H]1[C@@H](c2ccc(-c3ccccc3)cc2)[C@@H](CO)N1S(=O)(=O)Cc1ccccc1,-0.5
C[C@H]1CN([C@@H](C)CO)C(=O)CCCn2nncc2CO[C@@H]1CN(C)C(=O)CCC(F)(F)F,-0.5
CN1c2ccc(-c3ccc(C#N)cc3)cc2[C@@H]2[C@@H](CCN2S(=O)(=O)c2cccc(F)c2)[C@H]1CO,-0.5
C[C@H]1CN([C@@H](C)CO)C(=O)c2cc(NC(=O)Cn3cnnn3)ccc2O[C@@H]1CN(C)C(=O)NC1CCCCC1,0.1
Cc1noc(C)c1NC(=O)N[C@@H]1CC[C@@H](CCNC(=O)C2CCCCC2)O[C@H]1CO,0.2
O=C(C[C@H]1C=C[C@@H](NC(=O)C2CC2)[C@H](CO)O1)NCc1ccncc1,-0.4

# Of the compounds above, two have an NH in an aromatic ring.
SMILES,TcdB inh
COc1ccc2c3c([nH]c2c1)[C@H](CO)N(Cc1ccc(Cl)cc1)CC31CCN(Cc2ccccc2)CC1,1.2
COc1ccc2c3c([nH]c2c1)[C@@H](CO)N(Cc1ccccc1F)CC31CN(C(=O)C2CCCC2)C1,-3.4

# Continued.
SMILES,TcdB inh
CC(C)NC(=O)Nc1ccc2c(c1)C(=O)N([C@H](C)CO)C[C@H](C)[C@H](CN(C)Cc1ccccc1)OCCCC[C@@H](C)O2,-1.2
CCCN1[C@@H]2Cn3c(cccc3=O)[C@H]1[C@@H](C(=O)N[C@H](C)c1ccccc1)[C@@H]2CO,0.1
CNC[C@@H]1Oc2ncc(-c3ccccc3C)cc2C(=O)N([C@H](C)CO)C[C@@H]1C,0.1
COc1ccc2c3c([nH]c2c1)[C@@H](CO)N(C(=O)C1CCC1)CC31CN(S(C)(=O)=O)C1,-11.8
CCOC(=O)[C@@H]1[C@@H]2NC(=S)N[C@@]1(C)Oc1ccccc12,3.9
COc1ccc(C#Cc2cccc(-c3nc(C(=O)N[C@@H]4CCN(Cc5ccccc5)C4)cc4c3[C@@H](CCO)N(S(=O)C(C)(C)C)C4)c2)cc1OC (some centres not stated),0.8
C[C@@H]1CN([C@@H](C)CO)C(=O)c2ccccc2-c2ccccc2CO[C@@H]1CN(C)S(=O)(=O)c1ccccc1,1.2

# Four compounds already listed, ordered by length of the SMILES, ascending:
SMILES,TcdB inh
CCOC(=O)[C@@H]1[C@@H]2NC(=S)N[C@@]1(C)Oc1ccccc12,3.9
CCCN1[C@@H]2Cn3c(cccc3=O)[C@H]1[C@@H](C(=O)N[C@H](C)c1ccccc1)[C@@H]2CO,0.1
C[C@@H]1CN([C@@H](C)CO)C(=O)c2ccccc2-c2ccccc2CO[C@@H]1CN(C)S(=O)(=O)c1ccccc1,1.2
CC(C)NC(=O)Nc1ccc2c(c1)C(=O)N([C@H](C)CO)C[C@H](C)[C@H](CN(C)Cc1ccccc1)OCCCC[C@@H](C)O2,-1.2
